High-throughput results (PubChem)
KB-V1 MDR tox = qHTS assay for MDR1-selective chemotherapeutics: Primary screen using the drug-selected MDR subline cells KB-V1; actives 3.4% (n = 400,000); KB-V1 MDR cells viability, CellTiter-Glo, 72 h; Potency, µM (doses to about 46.1 µM), for the others: at the highest dose activity change, negative = cytotoxicity, hits mostly cytotoxic; note: potency is the fitted concentration of half-maximal effect; % is set by controls: 0 for no effect and ±100 for the full control effect; nearly all actives have a fitted effect of over 60% in size
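Drug-selected KB-V1 cells, grown in DMEM lacking phenol red with 10% FBS, receive compound titrations; after three days at 37 degrees C, surviving cell ATP is quantified by CellTiter-Glo luminescence and responses normalized and curve-fitted.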
D3 antag = qHTS of D3 Dopamine Receptor Antagonist: qHTS; AID 652054, 2013; actives 2.5% (n = 360,000); D3R cells, DiscoveRx beta-arrestin luminescence, antagonist mode; hits give low values; D(3) dopamine receptor (Homo sapiens), P35462; max response, negative = inhibition, %; in the data active = max response below about -50%; inconclusive = no clear call, values can overlap the other calls; note: % is set by controls: 0 for no effect and ±100 for the full control effect; mostly tested at two doses, the higher about 12 µM
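Cells plated overnight at 1500 cells/well, then exposed to library compounds with dopamine controls for 90 minutes at 37 degrees C. DiscoveRx reagent added for 30–60 minutes at room temperature; luminescence read, quantitative HTS format.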
TDP43 rescue = qHTS of TDP-43 Inhibitors. Potency, µM (highest dose often 46.1 µM), inactives show at the top dose growth rescue (activation), actives largely listed as activators. actives 1.8% (n = 410,000). TDP-43 expressing yeast growth rescue, BacTiter-Glo, 24 h; note: potency is the fitted concentration of half-maximal effect; % of control where 0% means no effect; nearly all actives have a fitted effect of over 50% in size
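Galactose-induced TDP-43 yeast, OD600=0.02, compound pinned; 24 hr, 30 deg C; BacTiter-Glo luminescence for growth. Inhibitors of TDP-43 toxicity read as activators.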
aSyn rescue = qHTS of alpha-syn Inhibitors | Yeast expressing alpha-synuclein, growth rescue, BacTiter-Glo, 24 h | Potency, µM (highest dose often 46.1 µM), for the others: at the top dose growth rescue (activation), hits mostly activators | actives 0.14% (n = 370,000) | AID 652106, 2013; note: potency is the fitted concentration of half-maximal effect; % of control where 0% means no effect; nearly all actives have a fitted effect of over 65% in size
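Screening used galactose-induced yeast with toxic alpha-synuclein levels, exposed to compound for 24 hr at 30 deg C. Cell growth, read with BacTiter-Glo luminescence, gave the measured signal.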
PTHR1 agonist = qHTS for PTHR1 Agonists: Primary Screen; HEK293 GP2 PTHR1 cells, GloSensor cAMP luminescence, 1 h; actives 0.075% (n = 410,000); AID 743266, 2014; Potency, µM (series often up to 115 µM), for inactives: at the highest dose activation, usual class: activators; note: potency is the fitted concentration of half-maximal effect; nearly all actives have a fitted effect of over 55% in size; some results filed as inactive show a strong effect at the top dose; inactives centre near -15; many of its hits are not listed in these tables
Target sequence (Q03431 whole entry, looked up): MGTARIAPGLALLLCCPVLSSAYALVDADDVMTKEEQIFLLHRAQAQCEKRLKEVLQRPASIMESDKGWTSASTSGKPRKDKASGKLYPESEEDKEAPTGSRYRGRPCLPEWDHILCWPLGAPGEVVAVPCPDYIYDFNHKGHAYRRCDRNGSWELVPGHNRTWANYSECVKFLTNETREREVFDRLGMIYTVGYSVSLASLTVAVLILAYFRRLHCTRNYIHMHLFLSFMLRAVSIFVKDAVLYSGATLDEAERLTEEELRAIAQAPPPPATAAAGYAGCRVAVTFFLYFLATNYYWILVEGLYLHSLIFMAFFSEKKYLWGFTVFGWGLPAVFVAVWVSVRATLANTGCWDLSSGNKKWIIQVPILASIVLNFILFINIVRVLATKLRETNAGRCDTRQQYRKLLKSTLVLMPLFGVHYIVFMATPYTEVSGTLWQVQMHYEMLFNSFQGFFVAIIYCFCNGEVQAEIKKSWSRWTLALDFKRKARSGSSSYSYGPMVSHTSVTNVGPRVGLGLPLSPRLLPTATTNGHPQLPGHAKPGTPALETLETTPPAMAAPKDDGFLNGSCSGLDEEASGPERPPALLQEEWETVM
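HEK-293-derived GP2 cells expressing PTHR1 and a GloSensor cAMP reporter, 3,000/well, plated overnight, given luciferin plus IBMX (each 0.5 mM as added) for 1 h at 37 °C, then compound for 1 h at 37 °C. Luminescence was read after 15 min at room temperature.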
GLP1R inv ag = qHTS of GLP-1 Receptor Inverse Agonists (Inhibition Mode); Glucagon-like peptide 1 receptor (Homo sapiens), P43220; HEK293 GLP-1R CRE-luciferase, luminescence, 24 h; GLP-1R form is constitutively active; Potency, µM (series often up to 38.3 µM), for the others: at the top dose activity change, negative = inhibition, actives largely listed as inhibitors; actives 1.6% (n = 410,000); AID 624417, 2012; note: potency is the fitted concentration of half-maximal effect; % is set by controls: 0 for no effect and ±100 for the full control effect; nearly all actives have a fitted effect of over 55% in size
Target sequence (P43220 whole entry, looked up): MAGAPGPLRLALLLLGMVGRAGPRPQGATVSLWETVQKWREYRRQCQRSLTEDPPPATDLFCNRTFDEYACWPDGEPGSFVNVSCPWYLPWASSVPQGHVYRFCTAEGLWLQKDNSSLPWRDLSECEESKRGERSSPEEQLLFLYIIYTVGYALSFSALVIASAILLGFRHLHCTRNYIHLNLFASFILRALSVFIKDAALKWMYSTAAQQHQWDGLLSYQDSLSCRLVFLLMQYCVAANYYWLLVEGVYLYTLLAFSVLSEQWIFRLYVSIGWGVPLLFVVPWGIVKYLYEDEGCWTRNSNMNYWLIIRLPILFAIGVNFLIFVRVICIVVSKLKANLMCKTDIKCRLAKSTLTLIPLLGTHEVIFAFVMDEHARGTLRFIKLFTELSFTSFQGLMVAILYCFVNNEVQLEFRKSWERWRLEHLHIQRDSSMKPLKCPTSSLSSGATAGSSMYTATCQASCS
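Inverse agonism was detected as reduced cAMP-driven luciferase luminescence after 24 h compound treatment. The cells were HEK293 clones expressing constitutively active human GLP-1R with the reporter. Reporter-only and GPR119 cell lines served as counterscreen controls.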
DRD3 agonist = qHTS of D3 Dopamine Receptor Agonist: qHTS. D(3) dopamine receptor (Homo sapiens), P35462. D3R DiscoveRx beta-arrestin cells, luminescence, 90 min. max activation, %. actives 0.58% (n = 410,000). AID 652048, 2013; in the data active = max activation above about 30%; note: 0% is about no effect; mostly tested at two doses, the higher about 12 µM
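Agonist-mode cell screen: cells plated at 1500/well and incubated overnight at 37 °C, then exposed to library compounds for 90 min at 37 °C. Detection reagent was added for 30–60 min at room temperature, and luminescence was read.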
GLP1R ag = qHTS of GLP-1 Receptor Agonists | Glucagon-like peptide 1 receptor (Homo sapiens), P43220 | HEK293 GLP-1R CRE-luciferase, luminescence, 4-6 h; cells express a hypersensitive GLP-1R form | Potency, µM (top dose mostly 45.6 µM), inactives show top-dose activation, most hits filed as activators | actives 0.007% (n = 380,000) | AID 624172, 2012; note: potency is the fitted concentration of half-maximal effect; % of control where 0% means no effect
GLP1R cytotox = qHTS of GLP-1 Receptor Inverse Agonists: Cytotox Screen; HEK293 cAMP-luciferase reporter cells, luminescence, 24 h; Potency, µM (titrated, usually from 38.3 µM), inactives show top-dose activity change, negative = inhibition, hits mostly inhibitors; actives 0.13% (n = 410,000); AID 624418, 2012;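 note: loss of luciferase light is scored as toxicity; potency is the fitted concentration of half-maximal effect; % is set by controls: 0 for no effect and ±100 for the full control effect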
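Cells in DMEM/10% Nu serum/1% pen-strep, 1536-well format. Pre-incubated 12 h, dosed with 23 nL compound, incubated a further 24 h. Luciferase detection, 12 min at room temp, luminescence.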
The depositor's hits bear a star; i = inactive; ? = inconclusive; · = no result given; [ ] = another dose, or the depositor's remark. Unless noted, calls come from the whole dose curve; as a rule, active = well fitted curve in the direction sought with a large enough effect; inconclusive = small, poorly fitted or top-dose-only effect, or another doubt; inactive = no such curve, though single readings can be large; an effect the other way counts as inactive or inconclusive.

The first 2 compounds, to show the layout:
Structure | PTHR1 agonist | KB-V1 MDR tox | aSyn rescue | GLP1R ag | GLP1R inv ag | D3 antag | TDP43 rescue | DRD3 agonist | GLP1R cytotox
CCCC(=N)C1=C(O)CC(CC(C)SCC)CC1=O (stereo not drawn) | i | ? | 1% | -5% | 1% | -9 | -20% | 7 | -5%
CC1CCN(CC(=O)Nc2cccc(C(=O)Nc3cccc(C(F)(F)F)c3)c2)CC1 | -15% | -8% | 8% | 16% | 3.2µM* | -22 | -2% | 1 | ?

Results, from the first entry:
Structure | PTHR1 agonist | KB-V1 MDR tox | aSyn rescue | GLP1R ag | GLP1R inv ag | D3 antag | TDP43 rescue | DRD3 agonist | GLP1R cytotox
CCCC(=N)C1=C(O)CC(CC(C)SCC)CC1=O (stereo not drawn) | i | ? | 1% | -5% | 1% | -9 | -20% | 7 | -5%
CC1CCN(CC(=O)Nc2cccc(C(=O)Nc3cccc(C(F)(F)F)c3)c2)CC1 | -15% | -8% | 8% | 16% | 3.2µM* | -22 | -2% | 1 | ?
CC(C)CNC(=O)C1c2ccccc2Oc2ccccc21 | -18% | -19% | -3% | 5% | -8% | -13 | -15% | -6 | 7%
O=C1C2C3C=CC(C4CC34)C2C(=O)N1/N=C/c1c[nH]c2ccccc12 (stereo not drawn) | -15% | -9% | 1% | -1% | ? | 14 | -2% | 13 | -15%
O=C(CSc1ncn(-c2ccccc2)n1)Nc1nc(-c2ccccc2)cs1 | i | -26% | -15% | -1% | 2% | 20 | 17% | -8 | 1%
CC1CCCC(C)N1C(=O)COc1ccccc1F (stereo not drawn) | i | -21% | 5% | 12% | -21% | -2 | -6% | 6 | 9%
C=CCNC(=O)c1onc(CSc2cccc(C)c2)c1C(=O)O | i | 11% | 0% | -1% | ? | 13 | ? | 10 | 2%
O=C(NCCN1CCCCCC1)C1CCN(S(=O)(=O)N2CCOCC2)CC1 | i | 9% | 5% | -8% | 3% | -14 | -5% | 4 | -4%
O=c1ccc(=O)n(CCc2ccccn2)[nH]1 | -16% | 0% | -14% | -2% | 22% | -1 | -14% | -12 | -6%
CSc1nc(N)n(-c2cc(C(F)(F)F)ccn2)n1 | -5% | 16% | 3% | 11% | -1% | 13 | 3% | -1 | ?
CCC(C)(C)NC(=O)C1c2ccccc2Oc2ccccc21 | -6% | -11% | -4% | 3% | -6% | -16 | 15% | -4 | 4%
O=C(COc1ccccc1Cl)OCc1cc(=O)n2nc(C3CCCCC3)sc2n1 | i | 12% | · | · | 23% | · | 13% | 4 | 1%
NC(=O)c1cc(S(=O)(=O)N2CCOCC2)ccc1N1CCCC1 | i | 23% | 3% | -3% | 4% | -11 | 1% | -4 | -10%
Cc1onc(-c2ccccc2)c1C(=O)N/N=C/c1cccs1 | -15% | -1% | 6% | 6% | 6% | 19 | 14% | 5 | 14%
COCCn1c(SCC(=O)Nc2cc(C)nn2-c2ccccc2)nnc1-c1ccncc1 | -10% | ? | 14% | -1% | 16% | -24 | -13% | 14 | -6%
CC(C)C(NC(=O)c1ccccc1NC(=O)c1ccccc1)C(=O)NCCCn1ccnc1 (stereo not drawn) | ? | ? | -7% | 9% | -13% | 3 | -3% | 3 | -1%
Fc1ccc(N2CCN(Cc3nnc(-c4ccccc4)o3)CC2)cc1 | -28% | ? | 10% | -1% | 4% | 3 | 17% | 19 | 7%
O=C(Nc1ccnn1C1CCN(C2CCCCC2)CC1)c1cccc(F)c1 | -3% | -7% | -1% | -3% | 5% | ? | 4% | -21 | 0%
CC(C)n1cc(C(=O)N2CCCC(N3CCN(c4cccc(Cl)c4)CC3)C2)cn1 (stereo not drawn) | -19% | 11% | -1% | 3% | -25% | 1 | 5% | -6 | 13%
COc1cc(CNc2nnnn2C)ccc1OCc1ccc(F)cc1Cl | i | ? | -7% | 15% | ? | -1 | 8% | 0 | -6%
CC(=O)Nc1ccc(S(=O)(=O)NCC(=O)NC(C)c2ccc(S(N)(=O)=O)cc2)cc1 (stereo not drawn) | i | 5% | 4% | 8% | 43%[activator] | 6 | -24% | 2 | -1%
COc1ccccc1CNC(=O)C1CC(=O)N(C2CCCC2)C1 (stereo not drawn) | -5%[57.5 µM] | 0% | -2% | -2% | 4% | 18 | -18% | -8 | 4%
Cn1c(SCC(=O)NC2CC2)nnc1-c1ccccc1 | i | ? | -6% | 0% | 16% | -7 | -9% | 2 | -4%
O=C(NCCc1ccccc1)c1c2c(nc3ccccc13)C(=O)N(C1CCCCC1)C2 | i | -2% | · | · | -2% | · | 5% | -14 | 0%
COc1ccccc1C(=O)NCCC(=O)NCC1COc2ccccc2O1 (stereo not drawn) | i | -10% | -4% | -4% | -1% | -2 | 6% | -2 | 4%
O=C(CNC(=O)c1cccs1)OCC(=O)c1cccs1 | -15%[57.5 µM] | 16% | 0% | -7% | 1% | -13 | 6% | -2 | 2%
CCOc1ccc(NC(=S)N2CCC(C(N)=O)CC2)cc1 | -20% | 1% | -1% | 4% | 3% | -12 | -1% | 0 | 38%[activator][1.53 µM]
Nc1ccccc1C(=O)NNc1ncc(C(F)(F)F)cc1Cl | -9%[57.5 µM] | ? | -13% | 1% | 0% | -10 | 19% | 1 | 4%
CS(=O)(=O)c1ccc(-n2c(=O)n(Cc3ccccc3)c(=O)c3[nH]cnc32)cc1 | i | -3% | -4% | -1% | 17% | -7 | 6% | 1 | -16%
CCCCCCN1C[C@@H](n2cc(-c3ccc(F)cc3)nn2)[C@H](O)C[C@@H]1c1ccc(Cl)cc1 | -87%[inhibitor] | ? | 6% | -2% | ? | 24 | 22% | 16 | -1%
OC(CNCc1ccc(-c2ccccc2)cc1)c1ccccc1 (stereo not drawn) | i | ? | -1% | ? | 10µM* | 24 | -15% | -3 | ?
CCOC(=O)c1ccc(N2C(=O)CC(N3CCCC(C)C3)C2=O)cc1 (stereo not drawn) | i | 14% | -67%[inhibitor] | 3% | 3% | -11 | -67%[inhibitor] | 14 | -11%
O=C(CNC(=O)c1cccs1)N/N=C/c1c(F)cccc1Cl | -5% | · | -1% | -7% | 21% | -51* | 14% | -19 | 8%
Cc1cccc(C(=O)Nc2sc3c(c2C#N)CCCCC3)c1 | -39%[inhibitor][57.5 µM] | 6% | -2% | 9% | 8% | 19 | 5% | -3 | 16%
O=C1COc2ccc(C(=O)COC(=O)CNS(=O)(=O)c3cccc(F)c3)cc2N1 | 0% | 0% | -11% | -3% | 11% | 1 | 8% | 8 | -10%
CCOC(=O)c1ccccc1NC(=O)N1CCCN(S(=O)(=O)c2ccc3c(ccn3CC)c2)CC1 | i | 15µM* | ? | 21% | ? | · | 29% | -9 | -13%
COc1ccc(CN(C)C(=O)c2cc(S(=O)(=O)NCc3ccccc3)ccc2C)c(OC)c1 | -33%[inhibitor] | -6% | -2% | 13% | -21% | 11 | 16% | 2 | -4%
COCCNC(=O)c1ccc(CN2CCOCC2)cc1 | i | 1% | 1% | -8% | -11% | 0 | 2% | -2 | -8%
C[C@@H]1CN([C@@H](C)CO)C(=O)CCCn2nncc2CO[C@@H]1CN(C)S(=O)(=O)c1cn(C)cn1 | -18% | -4% | 3% | 2% | 11% | 3 | 0% | 3 | -5%
COc1cc(C(CC(=O)Nc2cccc(C)n2)N2Cc3ccccc3C2=O)cc(OC)c1OC (stereo not drawn) | -15% | -5% | 0% | 3% | 4% | 15 | -1% | -3 | 4%
COc1ccc(-c2cc(C)no2)cc1S(=O)(=O)NCCCN(C)Cc1ccccc1 | -10% | 3% | -3% | 5% | ? | -8 | 5% | 1 | -14%
O=C(Nc1cccnc1)c1noc2c1CCCCC2 | -20%[57.5 µM] | 23µM* | 2% | -14% | 0% | 22 | -8% | 5 | -2%
O=c1c2nnn(-c3ccc(Br)cc3)c2ncn1Cc1ccccn1 | -17% | -19% | 0% | 1% | 2% | 3 | 13%[9.22 µM] | 3 | 12%
CN1CCN(S(=O)(=O)c2ccc(Nc3cccc(Cl)c3)c([N+](=O)[O-])c2)CC1 | -92%[inhibitor] | -2% | 1% | 22% | ? | ? | 9% | -3 | -7%
O=C(Nc1nccs1)C1C2/C=C\CCCCC21 (stereo not drawn) | -21% | -8% | 4% | -16% | 0% | -11 | 21% | -4 | 15%
O=C(CN1C(=O)COc2ccccc21)NCCCN1CCOCC1 | i | ? | 7% | 3% | 18% | -6 | -13% | 2 | 2%
COc1cccc(Nc2nc(N)c([N+](=O)[O-])c(N3CCOCC3)n2)c1 | -9% | 16% | 6% | 25% | 44%[activator] | 39 | 20% | 10 | -4%
CCCCC1CC1C(=O)Nc1ncc2c(n1)CC(C)(C)CC2=O (stereo not drawn) | i | -13% | 11% | -6% | 0% | 15 | -15% | -3 | 2%
O=C(Nc1cc(C(F)(F)F)ccc1Cl)c1cc2nc(-c3ccc4c(c3)OCO4)cc(C(F)(F)F)n2n1 | -17% | 15% | · | · | 8% | · | 24% | 6 | 4%
O=C(O)CN1C(=O)/C(=C/c2ccc(N3CCCCC3)o2)SC1=S | -18% | -6% | -20% | -5% | -44% | -13 | -6% | 2 | -28%
Cc1cc(Nc2cc(Cl)cc(Cl)c2)nc(N)n1 | -13% | ? | 8% | 29% | -25% | 35 | 20% | 0 | 3%

These rows are one share of the data; count on the stated rates, not on these rows.
